Screening data: PubChem, National Center for Advancing Translational Sciences (NCATS)
KB-V1 MDR tox: kills drug-selected multidrug resistant KB-V1 cells. actives 3.4% (n = 400,000). KB-V1 MDR cells viability, CellTiter-Glo, 72 h. Potency, µM (doses to about 46.1 µM), inactives show top-dose activity change, negative = cytotoxicity, most hits filed as cytotoxic; also: potency is read from the fitted curve at half-maximal effect; % is scaled to controls: 0 for no effect and ±100 for the full control effect; nearly all actives have a fitted effect of over 60% in size
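In this primary screen, KB-V1 cells overexpressing P-gp are incubated with library compounds (lowest to highest concentration) for 72 h at 37 degrees C before a luminescent ATP viability read.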
KB-3-1 tox: kills parental KB-3-1 adenocarcinoma cells. Potency, µM (series often up to 46.1 µM), for inactives: top-dose activity change, negative = cytotoxic, most hits filed as cytotoxic. actives 1.4% (n = 400,000). KB-3-1 viability, CellTiter-Glo ATP luminescence, 72 h; also: potency is read from the fitted curve at half-maximal effect; % is scaled to controls: 0 for no effect and ±100 for the full control effect; nearly all actives have a fitted effect of over 60% in size
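Luminescent ATP read-out (CellTiter-Glo) measures survival of drug-naive KB-3-1 cells after 72 h compound exposure at 37 °C. Titration series was screened from lowest to highest concentration, with DMSO vehicle plates as background controls.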
HEK293 tox: cytotoxic in the GLP-1 receptor inverse agonist counter-screen. Potency, µM (highest dose often 38.3 µM), for inactives: top-dose activity change, negative = inhibition, actives largely listed as inhibitors. actives 0.13% (n = 410,000). HEK293 cAMP-luciferase reporter cells, luminescence, 24 h;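 also: loss of luciferase light is scored as toxicity; potency is read from the fitted curve at half-maximal effect; % is scaled to controls: 0 for no effect and ±100 for the full control effect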
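To flag toxic compounds, the library was rerun on cells for 24 hr at 37 deg C and 5% CO2. Viability-linked luminescence was captured 12 min after adding luciferase detection reagent.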
D3 ag: agonists of human D3 dopamine receptor. D3R DiscoveRx beta-arrestin cells, luminescence, 90 min. P35462. max activation, %. AID 652048. actives 0.58% (n = 410,000); in the data active = max activation above about 30%; also: 0% is about no effect; mostly tested at two doses, the higher about 12 µM
Target sequence (P35462 whole entry, looked up): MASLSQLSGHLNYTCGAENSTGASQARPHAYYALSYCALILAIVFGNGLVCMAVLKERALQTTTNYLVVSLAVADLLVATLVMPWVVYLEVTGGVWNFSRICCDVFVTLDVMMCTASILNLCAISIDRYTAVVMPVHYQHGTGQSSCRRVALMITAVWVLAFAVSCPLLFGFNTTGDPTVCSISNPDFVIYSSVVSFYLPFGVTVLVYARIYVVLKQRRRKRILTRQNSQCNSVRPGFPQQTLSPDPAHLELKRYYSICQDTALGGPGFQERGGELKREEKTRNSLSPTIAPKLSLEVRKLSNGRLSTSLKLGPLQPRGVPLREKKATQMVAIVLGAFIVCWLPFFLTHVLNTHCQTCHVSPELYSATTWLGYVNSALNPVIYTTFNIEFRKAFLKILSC
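Agonist mode: compounds and dopamine controls were applied to plated cells for 90 min at 37 degrees C after an overnight attachment at 1500 cells/well. Luminescent read-out followed 30 - 60 minutes at room temperature with DiscoveRx detection reagent.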
SW480 rerep: induces DNA re-replication in SW480 colon adenocarcinoma cells. SW480 DNA re-replication, Hoechst DNA content imaging, 48 h. Potency, µM (titrated, usually from 46.1 µM), inactives show top-dose re-replication activation, most hits filed as activators. actives 1.8% (n = 340,000); also: potency is read from the fitted curve at half-maximal effect; % of control where 0% means no effect; nearly all actives have a fitted effect of over 55% in size
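First, 250 cells per well were seeded. Next, compound or vehicle (23 nL) was pinned in, plates sat 48 hr at 37 C. Finally Hoechst was added for 40 min before fluorescence scanning.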
HT1080 IDH1KD tx: toxicity to HT-1080 IDH1 knockdown cells (counter line). Potency, µM (highest dose often 46.1 µM), for inactives: at the highest dose activity, negative = toxicity, usual class: cytotoxic. HT-1080 IDH1 knockdown viability, ATP luminescence, 48 h. actives 2% (n = 360,000). AID 686971;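 also: potency is read from the fitted curve at half-maximal effect; 0% = DMSO wells and -100% = cell-free medium wells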
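In this qHTS, HT-1080 cells depleted of IDH1 are exposed for 48 h at 37 °C to compound titrations. Toxicity is scored from CellTiter-Glo luminescence, with DMSO as full viability and medium alone as none.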
MCF10A rerep: inducers of DNA re-replication in MCF 10A breast cells | MCF 10A DNA re-replication, Hoechst nuclear intensity, 48 h | Potency, µM (titrated, usually from 46.1 µM), for inactives: top-dose activity, positive = re-replication, most hits filed as activators | actives 2.9% (n = 350,000); also: potency is read from the fitted curve at half-maximal effect; % of control where 0% means no effect; nearly all actives have a fitted effect of over 50% in size
HT1080NT lethal: kills 2HG-producing HT-1080-NT fibrosarcoma cells. actives 1.6% (n = 360,000). HT-1080-NT fibrosarcoma viability, CellTiter-Glo ATP luminescence, 48 h. Potency, µM (titrated, usually from 46.1 µM), without a hit: at the highest dose activity, negative = less viability, usual class: cytotoxic. AID 686970;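 also: NT is the 2HG producing partner of a matched IDH1 knockdown line; potency is read from the fitted curve at half-maximal effect; 0% = DMSO-treated cells and -100% = media-only wells without cells; nearly all actives have a fitted effect of over 55% in size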
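HT-1080-NT fibrosarcoma cells (2HG-overproducing), 750 cells/well in RPMI with 5% FBS, dosed after 2 h and incubated 48 h at 37C. CellTiter-Glo luminescence normalized to DMSO and no-cell wells; concentration-response curves fitted and classed.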
IL-1B inflam inh: inflammasome signaling inhibition, IL-1 beta readout; THP-1 LPS/ATP IL-1B secretion, AlphaLISA, 16 h; active compounds read low; activity change, % at 57.5 µM; actives 4.7% (n = 360,000); AID 743279; in the data active = activity change below about -50%; inconclusive = mostly about -30% to -49%; also: % is scaled to controls: 0 for no effect and ±100 for the full control effect
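Secreted IL-1B measured by AlphaLISA bead assay after 16 h compound exposure of THP-1 cells; compounds (final up to 57.5 uM) added 1 h before LPS (250 ng/mL) and ATP (1.25 mM) stimulation; lower signal means less secretion.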
* = called active by the depositor; ? = inconclusive; . = no result given; [ ] = remark or other dose. Unless noted, calls follow the shape of the dose curve; as a rule, active = well fitted curve in the direction sought with a large enough effect; inconclusive = small, poorly fitted or top-dose-only effect, or another doubt; inactive = no such curve, though single readings can be large; an effect the other way counts as inactive or inconclusive. Hits appear at their usual frequency. About 11% of those tested had a hit in this group.

SMILES,KB-V1 MDR tox,KB-3-1 tox,HEK293 tox,D3 ag,SW480 rerep,HT1080 IDH1KD tx,MCF10A rerep,HT1080NT lethal,IL-1B inflam inh
CCOc1ccc(Nc2cc(=O)oc3ccccc23)cc1,13µM*,-25%,-3%,-6,-3%,-24%,-3%,-26%,-24
COc1ccc(OC)c(S(=O)(=O)N(C)CC(=O)N2CCc3ccccc3C2)c1,-6%,-7%,0%,4,4%,5%,-3%,11%,15
O=C(c1ccc(Cl)c(S(=O)(=O)N2CCCCCC2)c1)N1CCCCC1,6%,-2%,-2%,-1,1%,-9%,5%,-7%,63
Cc1ccc(/C=N/N(C)S(=O)(=O)c2ccc(C)cc2)cc1,3%,?,7%,-6,-4%,-21%,23%,-12%,-4
CCC(=S)/C=C1\Sc2ccccc2N1CCCS(=O)(=O)O,2%,6%,?,7,2%,7%,-1%,13%,19
CCN(CC)C(=O)C(C)OC(=O)COc1ccc(Cl)cc1Cl (stereo not drawn),-6%,-2%,0%,1,-1%,-1%,3%,1%,0
CCOC(=O)[C@]12CCCC=C1N(Cc1ccco1)C(=O)[C@H](CC(=O)N1CCC(c3ccccc3)CC1)C2,-19%,-2%,3%,-1,.,-28%,.,-28%,7
O=C1/C(=C\Nc2ccccc2)CCN1c1ncccn1,0%,1%,14%,-1,-7%,-2%,-1%,9%,-11
CCOC(=O)CNC(=O)N1CCN(c2nnc(C)c3c(C)n(-c4ccc(Cl)cc4)nc23)CC1,11%,1%,1%,-4,.,.,.,.,.
CCNC(=O)C1(C)CCN(C(=O)c2ccc(N(C)C)cc2)C1 (stereo not drawn),4%,0%,-1%,4,.,27%,.,25%,7
O=C1C2=C(CCCC2)C(=O)N1c1cccc(OCCBr)c1,8%,8%,-11%,2,-703%[inhibitor],-3%,-3%,1%,-14
O=C1C2C3C=CC(CC3)C2S(=O)(=O)C2C3C=CC(CC3)C12 (stereo not drawn),2%,-13%,-5%,3,.,-2%,.,-2%,1
O=C(O)c1ccc(CNCc2ccc(Cl)cc2)cc1,33%,12%,7%,4,-8%,-3%,-1%,-5%,5
CCn1c(COc2ccc(Cl)cc2)nnc1SCc1ccc(C#N)cc1,-9%,5%,-19%,3,0%,-2%,3%,-3%,?
CCOC(=O)c1c(NC(C)=O)sc2c(OCCN(CC)CC)c(Br)ccc12,-14%,-2%,2%,5,-47%[inhibitor],-28%,-23%[9.22 µM],-6%,-3
NNC(=O)Cn1c2ccccc2c2ccccc21,11%,10%,20%,9,-89%[inhibitor],-2%,-1%,7%,-10
Cc1csc(C(=O)O)c1-c1c(C)csc1C(=O)O,9%,-1%,25%,-2,-1%,17%,?,17%,14
COc1ccc(OCCCC(=O)Nc2nncs2)cc1,2%,13%,-4%,2,-1%,26%,3%,24%,16
OC[C@H]1OC(O)[C@H](O)[C@@H](O)[C@H]1O (stereo partly drawn),0%,0%,-7%,8,-10%,19%,9%,?,17
CCN(C(=O)COC(=O)c1cc([N+](=O)[O-])ccc1N1CCOCC1)c1ccccc1,?,5%,-22%,-4,7%,?,-4%,1%,-1
CNc1ccccc1C(C)(C)c1cc(-c2cccc([N+](=O)[O-])c2)no1,-8%,-26%,-6%,-1,?,-21%,?,-10%,-8
C[C@H](CO)N1C[C@H](C)[C@@H](CN(C)Cc2ccc(-c3ccccc3)cc2)Oc2c(NC(=O)Nc3ccc4c(c3)OCO4)cccc2C1=O,14%,?,-8%,22,-9%,-2%,?,2%,-2
Cc1ccc(OCC(=O)NCc2cccnc2)cc1,-1%,12%,-5%,2,-2%,24%,-3%,22%,8
O=C(NCC1CCCO1)C(C(=O)c1ccccc1)n1ccccc1=O (stereo not drawn),?,14%,-6%,1,-13%,10%,-191%[0.0737 µM],-1%,8
COc1cc2c(cc1OC)CN(C(=O)/C=C/c1cccs1)CC2,?,3.7µM*,-24%,-4,13µM*,4.1µM*,4.1µM*,7.3µM*,0
Cc1cccc(-c2nc3ccccc3c(=O)n2NC(=O)c2cccnc2Cl)c1,9%,21%,6%,4,-5%,-1%,-6%,-1%,11
COc1cc(NC(=O)C(CCSC)NS(=O)(=O)c2ccc3c(c2)oc(=O)n3C)cc(OC)c1 (stereo not drawn),14%,9%,3%,-15,.,.,.,.,.
O=C(Nc1nnc(C2=COCCO2)o1)C1CCCCC1,10%,1%,1%,2,-1%,18%,14%,18%,12
Cc1cc(C)nc(/N=C(\N)N(Cc2ccccc2)Cc2ccccc2)n1,-3%,1%,?,1,-90%[inhibitor],-24%,10%,?,-72*
CC(=O)N1N=C(c2cccs2)CC1c1cccc([N+](=O)[O-])c1 (stereo not drawn),?,-20%,7%,-12,?,-13%,2%,-1%,3
Cc1cc(C(=O)CSc2nnc(N)s2)c(C)n1CCc1ccc(Cl)cc1,?,?,-21%,3,0%,0%,20%,8%,17
CCc1nnc(NC(=O)C=C(C)C)s1,8%,-11%,8%,-7,-14%,14%,22%,17%,0
CC1CCCN(C(=O)c2ccc(Cl)c(S(=O)(=O)N3CCCCCC3)c2)C1 (stereo not drawn),18%,-18%,-2%,1,0%,?,10%,-12%,-7
Cc1cc(C)cc(-n2ncc3c2CCCC3NC(=O)CN2CCCC2=O)c1 (stereo not drawn),0%,?,-4%,2,-8%,-2%,8%,4%,-9
Cc1ccc(C)c(Nc2nc3c(S(=O)(=O)c4ccc(Br)cc4)nnn3c3ccsc23)c1,-6%,-6%,0%,5,.,.,.,.,.
COc1ccc(OC)c(C(=O)NC(CC(N)=O)c2ccc(N3CCN(c4ccccc4)CC3)c([N+](=O)[O-])c2)c1 (stereo not drawn),2%,-6%,-3%,-15,-6%,-8%,?,4%,-20
CN(C)c1ccc(-c2csc(C(O)(c3ccccc3)C(F)(F)F)n2)cc1 (stereo not drawn),-3%,-25%,-17%,-12,.,?,.,?,-12
Cc1cc(C)c2c(=O)n(CC(=O)Nc3cccc(F)c3)sc2n1,18%,-25%,-22%,-8,?,?,?,?,0
Cc1cc2oc(=O)c(CC(=O)O)c(C)c2c2occ(-c3ccccc3)c12,-12%,-7%,-3%,-8,.,.,.,.,.
Cc1ccc(NC(=S)NN(C)c2cc(C)nc(C)n2)cc1,18µM*,-14%,6%,2,-2%,8%,2%,9%,26
COc1ccc(Br)cc1C(=O)N/N=C/c1ccc([N+](=O)[O-])cc1,16%,-4%,2%,-2,?,-2%,3%,-6%,-11
O=C1CC(N(O)c2ccccc2)C(=O)N1c1ccc(Cl)c(Cl)c1 (stereo not drawn),20%,-20%,109%[activator],-4,2%,0%,?,-2%,-17
COc1ccc(C(=O)NCCc2nnc(SCC(=O)Nc3ccccc3)n2C)cc1,-10%,10%,59%[activator],-2,10%,0%,-8%,-2%,24
COc1cccc(-n2nnc3c(=O)n(Cc4ccc(F)cc4)cnc32)c1,1%,1%,-17%,-3,-6%,0%,-8%,3%,-24
CC(C)Sc1nc2c(c(=O)n(C)c(=O)n2C)n1Cc1ccc(Cl)cc1,?,4%,0%,10,12%,3%,17%,-13%,3
CCCCOC(=O)C(NC(=O)c1ccccc1)=C(C)C,-10%,-1%,-6%,-1,2%,5%,0%,10%,4
Cc1c(C(=O)N2CCC2)oc2ccc(Br)cc12,0%,7%,2%,1,-8%,4%,-11%,4%,-8
CCOc1cc(C(=O)NCc2ccc3c(c2)OCO3)cc(OCC)c1OCC,?,7%,3%,-17,12%,12%,5%,5%,-19
CCOc1cc(C(=O)NC)cc(Br)c1OCc1ccccc1,?,-22%,18%[7.66 µM],-2,1%,-1%,9%,-10%,6
CC(C)=CCN1CCN(Cc2cccnc2)CC1CCO (stereo not drawn),0%,-1%,5%,-2,24%,10%,1%,22%,17
COc1ccc(CCNC(=O)Cn2c(=O)n(-c3cc(F)ccc3F)c(=O)c3sccc32)cc1OC,-28%,-4%,?,8,-16%,2%,-2%,0%,-8
CCOC(=O)C1=C(CP(=O)(c2ccccc2)c2ccccc2)NC(=O)NC1c1ccc(OC)cc1 (stereo not drawn),6%,3%,3%,6,7%,-7%,7%,0%,13
Cc1cccc(NC(=O)CSCC(=O)N(C)Cc2c(F)cccc2Cl)c1,-20%,4%,-14%,3,-1%,-2%,?,2%,6
Cc1cccc(N(Cc2ccccc2)C(=O)c2ccccc2S(C)(=O)=O)c1,-12%,-11%,-3%,1,-1%,6%,7%,1%,-1
Cc1nnc(NC(=O)CSc2nccn2C)s1,12%,10%,-19%,-2,-9%,1%,9%,5%,46
CS(=O)(=O)Cc1ccc(C(=O)N(CCc2ccccc2)Cc2ccccc2)cc1,4%,-14%,-2%,2,19%,0%,-2%,19%,-26
COc1ccc(CNC(=O)[C@H](C)NC(=O)C2CCN(C(=O)[C@@H](N)Cc3ccccc3)CC2)cc1,-5%,-3%,?,-9,17%,5%,1%,2%,-12
Cc1ccc(/C=C2\CCCC3=C2NC(=S)NC3c2ccc(C)cc2)cc1 (stereo not drawn),16µM*,?,14%,-4,67%,-7%,23%,2%,-16
